KDM5B inh: Primary screen for KDM5B Histone Demethylases FDH-coupled qHTS. Lysine-specific demethylase 5B (Homo sapiens), Q9UGL1. KDM5B demethylase, FDH-coupled NADH fluorescence (FDH is formaldehyde dehydrogenase). Potency, µM (top dose mostly 57.7 µM), for inactives: at the highest dose activity change, negative = inhibition, actives largely listed as inhibitors. actives 2.6% (n = 220,000). AID 1347165, 2019; active means well fitted inhibition curve with a large enough effect; inconclusive means small, poorly fitted or top-dose-only effect; inactive means no such curve, though single readings can be large or run the other way; further: 0% is about no effect; nearly all actives have a fitted effect of over 70% in size
Target sequence (Q9UGL1 whole entry, looked up): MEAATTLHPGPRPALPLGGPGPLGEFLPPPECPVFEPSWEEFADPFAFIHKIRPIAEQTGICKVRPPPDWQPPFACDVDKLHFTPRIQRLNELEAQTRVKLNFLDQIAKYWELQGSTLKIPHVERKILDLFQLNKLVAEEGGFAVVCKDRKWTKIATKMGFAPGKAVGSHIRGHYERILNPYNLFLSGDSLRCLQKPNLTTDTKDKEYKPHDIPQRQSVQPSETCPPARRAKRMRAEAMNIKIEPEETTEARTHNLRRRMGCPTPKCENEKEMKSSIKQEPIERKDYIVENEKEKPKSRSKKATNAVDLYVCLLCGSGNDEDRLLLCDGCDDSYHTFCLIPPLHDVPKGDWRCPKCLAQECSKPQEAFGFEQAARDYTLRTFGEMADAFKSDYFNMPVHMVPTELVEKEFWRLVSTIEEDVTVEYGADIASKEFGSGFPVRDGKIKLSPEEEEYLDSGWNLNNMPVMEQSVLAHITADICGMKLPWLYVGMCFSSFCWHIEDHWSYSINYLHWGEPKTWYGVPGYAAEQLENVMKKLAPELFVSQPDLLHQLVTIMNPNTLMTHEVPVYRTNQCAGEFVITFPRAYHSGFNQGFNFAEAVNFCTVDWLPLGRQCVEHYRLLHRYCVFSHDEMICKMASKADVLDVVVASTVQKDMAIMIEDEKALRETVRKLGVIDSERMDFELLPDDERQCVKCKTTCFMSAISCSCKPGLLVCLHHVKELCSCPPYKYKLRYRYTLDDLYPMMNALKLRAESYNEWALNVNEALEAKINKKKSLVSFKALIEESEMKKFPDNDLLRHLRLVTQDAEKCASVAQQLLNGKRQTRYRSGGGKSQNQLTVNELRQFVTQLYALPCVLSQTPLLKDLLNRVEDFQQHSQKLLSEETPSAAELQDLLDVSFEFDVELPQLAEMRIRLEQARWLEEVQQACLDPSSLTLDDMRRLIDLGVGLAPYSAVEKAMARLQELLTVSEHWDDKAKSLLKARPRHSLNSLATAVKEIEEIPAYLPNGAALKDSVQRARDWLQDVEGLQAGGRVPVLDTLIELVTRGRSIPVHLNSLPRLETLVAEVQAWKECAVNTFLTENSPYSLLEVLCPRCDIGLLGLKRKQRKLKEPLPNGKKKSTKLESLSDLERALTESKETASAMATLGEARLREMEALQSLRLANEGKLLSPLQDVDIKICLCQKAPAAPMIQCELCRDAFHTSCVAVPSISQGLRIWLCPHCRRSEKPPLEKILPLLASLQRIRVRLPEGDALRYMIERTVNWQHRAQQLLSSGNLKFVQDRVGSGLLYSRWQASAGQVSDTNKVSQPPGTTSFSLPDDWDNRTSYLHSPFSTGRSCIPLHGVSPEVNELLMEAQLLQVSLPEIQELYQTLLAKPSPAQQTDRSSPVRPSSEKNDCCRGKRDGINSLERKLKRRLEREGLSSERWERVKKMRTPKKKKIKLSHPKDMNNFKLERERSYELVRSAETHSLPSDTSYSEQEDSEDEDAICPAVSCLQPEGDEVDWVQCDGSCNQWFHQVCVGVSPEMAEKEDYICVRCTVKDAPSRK
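Compound dilutions met 200 nM (final) KDM5BΔAP for 10 min at room temperature before substrate addition. The substrate mix held 12.5 µM H3K4me3 with cofactors 25 µM α-ketoglutarate and 50 µM Fe²⁺. NADH signal gain over 30 min defined activity.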
* = called active by the depositor; ? = inconclusive; [ ] = another dose, or the depositor's remark. Potency means the concentration at half of the fitted maximal effect. An excerpt (hit frequency here may not be typical).

#	Structure	KDM5B inh
1	CSc1ccc(C2CC(=O)Nc3c2c(=O)n(C)c(=O)n3C)cc1 (stereo unspecified)	18%
2	COc1cc(/C=C(\C#N)C(=O)C(C)(C)C)ccc1OCc1ccc(Cl)cc1Cl	14%
3	O=C(Cn1nc2n(c1=O)CCCC2)Nc1ccc(Br)cc1	11%
4	CCOC(=O)c1c(C)[nH]c(CCC(=O)Nc2cc(C)ccc2OC)c1C	-43%
5	CN1CCC(N2CCC[C@@H](O)[C@H](NC(=O)c3ccc(OCc4ccccc4)cc3)C2)CC1	?
6	CN(Cc1ccccc1)Cc1cc(CC2(NCc3cccnc3)COC2)no1	5%[86.2 µM]
7	COc1ccc(OC)c(NC(=O)c2cnc(N3CCCC3)nc2C)c1	-9%
8	O=C(NCc1cccnc1)c1nc(-c2cccc(F)c2)c2cnccn12	22µM*
9	CCn1c(-n2nc(C)c(C)c2C)nc2c1c(=O)n(Cc1c(F)cccc1Cl)c(=O)n2C	24%
10	CCCc1noc(CSc2nnnn2-c2cc(C)ccc2OC)n1	2%
11	COc1cccc(-n2cnc3c2NC(=O)CC3c2ccccc2)c1 (stereo unspecified)	?
12	COc1ccc(/C=C(\C#N)c2nc3ccccc3[nH]2)c(OC)c1	?
13	COc1ccc(NS(=O)(=O)c2ccc3[nH]c(=O)ccc3c2)cc1OC	-7%
14	Cc1cccc(C)c1NC(=O)CNC(=O)CSc1nc(Cc2ccccc2)c(C)[nH]1	18%
15	COc1ccccc1/C=C/C=N/NC(=O)CC1C(=O)NN=C1C (stereo unspecified)	-10%
16	COc1ccc(CCC(=O)NC2CC(=O)N(c3ccc(C)cc3)C2)cc1 (stereo unspecified)	-10%
17	O=C(C1=Cc2cc(Cl)ccc2OC1)N1CCN(S(=O)(=O)c2ccc(F)cc2)CC1	-7%
18	COc1cc(-c2nnc(COC(=O)c3cc(C)no3)o2)cc(OC)c1OC	4%
19	COc1cc(S(=O)(=O)NC2CC(C)(C)NC(C)(C)C2)c(C)cc1C	5%
20	CCc1nn(CCCC(=O)NCc2ccc(C)cc2)c(=O)c2cc3occc3n12	10%
21	O=C(Cn1cccc1-c1nc(-c2ccc(Cl)cc2)no1)N1CCc2ccccc21	8%
22	CCCNC(=O)C12CC3CC(C1)CC(c1ccc(C)cc1)(C3)C2	4%
23	CCOC(=O)c1ccccc1NC(=O)N1CCC(CN2CCCCC2)CC1	?
24	Cc1cccc(NC(=O)c2sc3nc(-c4cc5ccc(O)cc5oc4=O)[nH]c(=O)c3c2C)c1	?
25	C=CCNC(=O)NC(=O)CN(Cc1ccccc1)CC(C)C(=O)OC (stereo unspecified)	14%
26	CN(C)CCCCC#N	16%
27	COc1ccc(C(=O)N[C@@H]2CCC[C@@H]2C(=O)NC2CCCC2)cc1	-11%
28	CNC(=O)NC(=O)C(C)OC(=O)c1cc(C(F)(F)F)cc(C(F)(F)F)c1 (stereo unspecified)	14%
29	CCNC(=O)Nc1ccc([C@@H](O)[C@H]2COCC(=O)N2Cc2ccccc2)cc1	-9%[86.2 µM]
30	c1cnc2nc(C3CCN(C4CCCCC4)C3)[nH]c2c1 (stereo unspecified)	?

Next section
#	Structure	KDM5B inh
31	CC1CC(=O)Nc2cc(S(=O)(=O)NCc3cccs3)ccc2S1 (stereo unspecified)	9%
32	O=C(Cc1ccc(OC(F)(F)F)cc1)Nc1cccn2nc(C3CC3)nc12	-33%
33	O=C(NCc1ccccc1OC(F)F)c1ccc(-n2cnnn2)cc1	1%
34	c1ccc(-c2cc(Cn3cc(-c4cncnc4)nn3)on2)nc1	?
35	Cc1ccc(Cl)cc1NC(=O)c1ccccc1-c1ccccc1	-7%
36	COCC(=O)N1CCN2C(=O)N(C3CCCCC3)C[C@H]2C1	-7%[86.2 µM]
37	COc1ccc(CCNC(=O)C(C)n2nc(C)c3c(C)n(-c4ccc(C)cc4)nc3c2=O)c(OC)c1 (stereo unspecified)	-1%
38	CC1=C(C(=O)OC(C)C)C(c2ccccc2Cl)CC(=O)N1Cc1c(F)cccc1F (stereo unspecified)	1%
39	COC1CCC12CCN(C(=O)c1ccccn1)CC2 (stereo unspecified)	?
40	O=C(O)C(c1c[nH]c2ccccc12)N1CCN(c2ccc(F)cc2)CC1 (stereo unspecified)	-15%
41	O=C(Nc1cccc(Cl)c1)c1nn(-c2ccccc2)c(=O)c2ccccc12	-3%
42	O=C(C1CCC1)N1CCCC(c2noc(COc3ccccc3F)n2)C1 (stereo unspecified)	-4%
43	CC(C)(C)C(=O)Nc1cccc(NC(=O)C2CCN(c3nc4ccccc4o3)CC2)c1	14%
44	Cc1cnn(CCC(=O)N2CCc3nn(CC#N)c(=O)n3CC2)c1	1%
45	CC(C)C[C@H]1NC(=O)[C@@H]2C[C@@H](NC(=O)CS(=O)(=O)c3ccccc3)CCN2C1=O	13%[86.2 µM]
46	CCCCn1c(SCc2ccccc2Cl)nc2c1c(=O)[nH]c(=O)n2C	-4%
47	CCOc1ccc(CNC(=O)C2CCN(S(=O)(=O)c3ccc4c(ccn4C)c3)CC2)cc1	-25%
48	COc1ccc(CNC(=O)Cc2n[nH]c(=O)c3ccccc23)cc1	4%
49	Cc1cccc(NC(=O)C2CCCN(S(=O)(=O)c3c(C)[nH]c(=O)[nH]c3=O)C2)c1C (stereo unspecified)	-21%
50	O=C(CN1C(=O)NC2(CCOCC2)C1=O)Nc1ccc2c(c1)OCCO2	-3%
51	N#Cc1ccccc1N1CCN(C(=O)CCc2nc3ccccc3[nH]2)CC1=O	-26%
52	O=C(NCc1ccc(F)cc1)C1CN(c2ccc(Cl)cc2)C(=O)N1 (stereo unspecified)	-13%
53	CCc1ccc(NC(=O)CCS(=O)(=O)c2ccc3c(c2)oc(=O)n3C)cc1	11%
54	CC(C)(C)n1ccc(C(=O)N2CCC3(CCC(=O)N(CCCO)C3)CC2)c1	-5%
55	Cc1ccc(-c2nc(CNC(=O)C(C)Oc3ccccc3F)cs2)cc1 (stereo unspecified)	54%[activator]
56	N#CCC(=O)Nc1ccc(C(=O)OCc2cccc(F)c2F)cc1	9%
57	COCC(=O)NC1CCC12CCN(Cc1ccc(C)o1)CC2 (stereo unspecified)	?
58	COc1cc(Cl)c(C)cc1NC(=O)Cn1c2ncccc2c(=O)n1-c1ccccc1	-14%
59	Cc1ccc(-c2nc3cccnc3s2)cc1NC(=O)Cc1ccccc1	?
60	CCc1cccc(C)c1Nc1c(-c2ccc(N3CCOCC3)cc2)nc2ncccn12	?

Nos. 47 to 60 of the list above:
#	Structure	KDM5B inh
47	CCOc1ccc(CNC(=O)C2CCN(S(=O)(=O)c3ccc4c(ccn4C)c3)CC2)cc1	-25%
48	COc1ccc(CNC(=O)Cc2n[nH]c(=O)c3ccccc23)cc1	4%
49	Cc1cccc(NC(=O)C2CCCN(S(=O)(=O)c3c(C)[nH]c(=O)[nH]c3=O)C2)c1C (stereo unspecified)	-21%
50	O=C(CN1C(=O)NC2(CCOCC2)C1=O)Nc1ccc2c(c1)OCCO2	-3%
51	N#Cc1ccccc1N1CCN(C(=O)CCc2nc3ccccc3[nH]2)CC1=O	-26%
52	O=C(NCc1ccc(F)cc1)C1CN(c2ccc(Cl)cc2)C(=O)N1 (stereo unspecified)	-13%
53	CCc1ccc(NC(=O)CCS(=O)(=O)c2ccc3c(c2)oc(=O)n3C)cc1	11%
54	CC(C)(C)n1ccc(C(=O)N2CCC3(CCC(=O)N(CCCO)C3)CC2)c1	-5%
55	Cc1ccc(-c2nc(CNC(=O)C(C)Oc3ccccc3F)cs2)cc1 (stereo unspecified)	54%[activator]
56	N#CCC(=O)Nc1ccc(C(=O)OCc2cccc(F)c2F)cc1	9%
57	COCC(=O)NC1CCC12CCN(Cc1ccc(C)o1)CC2 (stereo unspecified)	?
58	COc1cc(Cl)c(C)cc1NC(=O)Cn1c2ncccc2c(=O)n1-c1ccccc1	-14%
59	Cc1ccc(-c2nc3cccnc3s2)cc1NC(=O)Cc1ccccc1	?
60	CCc1cccc(C)c1Nc1c(-c2ccc(N3CCOCC3)cc2)nc2ncccn12	?

Continued:
#	Structure	KDM5B inh
61	COCC(C)NC(=O)c1cnn2c(C(F)F)cc(-c3ccccc3)nc12 (stereo unspecified)	-17%
62	CCc1ccc(S(=O)(=O)c2cn(CC)c3cc(N4CCOCC4)c(F)cc3c2=O)cc1	-12%
63	CC(NC(=O)c1ccc2c(c1)CCCC2)c1ccccc1 (stereo unspecified)	18%
64	CCCCN(CC)CCCNC(=O)c1cn(CC)c2ccc(S(=O)(=O)N3CCOCC3)cc2c1=O	-11%
65	COc1cc(C)ccc1OCCSc1nc2ccc(NC(C)=O)cc2s1	-23%
66	O=C(c1cccc(Cl)c1)N1CCC2(CC1)OCC(C(=O)N1CCCC1)N2C(=O)c1cccc(F)c1 (stereo unspecified)	12%
67	CNC(=S)NNC(=O)c1csc(C(C)C)c1	12%
68	COc1cccc(C2Cn3nnc(-c4nc(-c5ccc(C)c(C)c5)no4)c3CO2)c1 (stereo unspecified)	-9%
69	Nc1cccc2nsnc12	-30%
70	CN(C)C[C@@H]1CN(Cc2ccncc2)C[C@H]1NC(=O)c1ccc(Cl)cc1	20µM*
71	COc1ccc(C(=O)NC2CCN(c3cc(-c4cccs4)[nH]n3)CC2)cc1	?
72	Cc1ccc(OCC(=O)NC2CCN(c3cc(-c4ccccc4)[nH]n3)CC2)cc1	?
73	COCCCNC(=O)CCc1c(C)nc2cc(-c3ccc(Cl)cc3)nn2c1C	?
74	COc1ccc(CNC(=O)Cn2c(N3CCc4ccccc4C3)nc(C)cc2=O)cc1	?
75	CN1CCOc2nc(-c3ccc(Oc4ccccc4)cc3)ncc2C1=O	-13%[86.2 µM]
76	COc1cccc(CC(=O)N2CCCn3nc(C)c(-c4ccccc4Oc4ccccc4)c32)c1	-35%
77	Cc1nc(/C=C/C(=O)N2CCCCCC2)cs1	3%
78	COc1ccc2cc(-c3nc4ccc(C(=O)O)cc4[nH]3)c(=O)oc2c1	?
79	CCN(CC)C(=O)c1cn(CCC#N)nc1-c1cccc(Cl)c1	7%
80	CC(=O)N1CCN(C(=O)c2cnc(-c3cccnc3)nc2)CC(O)C1 (stereo unspecified)	26%
81	Cn1c(=O)c2c(-c3ccc(Cl)cc3)n(Cc3ccc(Cl)cc3)cc2n(C)c1=O	?
82	CCc1cccc2c(C(CC(=O)NCc3ccc(F)cc3)c3cccc(OC)c3OC)c[nH]c12 (stereo unspecified)	-21%
83	O=C(NCc1ccccc1F)c1ccc2c(c1)CN(Cc1cccc(F)c1F)CCO2	?
84	CC(=O)Nc1ccc(OCc2cc(=O)n3ccccc3n2)cc1	-8%
85	CCOc1ccc(N(CC)S(=O)(=O)N2CCCC(C(=O)NCc3ccccc3OCC)C2)cc1 (stereo unspecified)	-4%
86	CC(C)n1cc(CN2CCCC23CCN(c2ccc(C(F)(F)F)cn2)CC3)cn1	?
87	O=C(CCS(=O)(=O)c1ccc2c(c1)CCN2C(=O)C1CC1)NC1CCCCCCC1	20%
88	CS(=O)(=O)NN1C(=O)c2ccccc2NC1c1ccco1 (stereo unspecified)	?
89	Cc1cccc(N(C(=O)CNC(=O)c2ccco2)C(C(=O)NC2CCCCC2)c2cccnc2)c1 (stereo unspecified)	-26%
90	CCC(C)NC(=O)c1ccc2c(c1)N(Cc1ccccc1)C(=O)c1ccccc1S2(=O)=O (stereo unspecified)	-21%

Carrying on:
#	Structure	KDM5B inh
91	N#Cc1ccc(CN2CCC3(Cc4ccccc4CNC3=O)C2)cc1 (stereo unspecified)	4%[149 µM]
92	Cc1ccc(CSc2nc(N)cc(N3CCN(CCCO)CC3)n2)cc1	?
93	COC[C@@H]1CN(C(=O)COc2ccc(Cl)cc2)C[C@H]1C(N)=O	1%
94	CCc1noc(-c2nc(-c3ccc(OC)c(F)c3)no2)n1	-8%
95	O=C(O)C1(c2cccc(Br)c2)CCOCC1	3%
96	CC(C)C(NC(=O)OCc1ccccc1)C(=O)NC(Cc1ccc(O)cc1)C(=O)O (stereo unspecified)	25%
97	Cc1cccc(Cn2c(SCc3ccc(C(=O)NC4CCCC4)cc3)nc3cccnc32)c1	?
98	COc1cc2[nH]c(=O)n(Cc3ccc(C(=O)NCc4ccc(C)cc4)cc3)c(=O)c2cc1OC	-28%
99	Cc1ccc2[nH]c(=O)c(CCC(=O)NC(C)C)cc2c1	?
100	O=C(NCc1ccccc1)c1cccn1-c1nnc(N2CCCCC2)s1	-29%
101	C[S+](=O)([O-])N1CCC2(C1)N=C(c1ccncc1)C(=O)N2 (stereo unspecified)	18%[86.2 µM]
102	CN(CC(=O)Nc1ccc(F)cc1)Cc1cnn(-c2ccccc2)c1	4%
103	C/C(=N/O)c1cc(Cl)ccc1O	-15%
104	Cc1ccc2c(C)c(C(=O)NC3CC(c4nnc(CN(C)C)n4C)C3)oc2c1 (stereo unspecified)	-8%
105	CC(=O)c1cccc(Nc2cc(C)nc3ccccc23)c1	14%
106	CN(C)C(=O)N1CCn2nc(CNC(=O)c3cccc(-n4cnnc4)c3)cc2C1	28%
107	O=C(Nc1ccc(-c2ccccc2)cc1)c1ccccc1F	94%[activator]
108	O=C(OCC(=O)N1CCc2ccccc21)c1n[nH]c(=O)c2ccccc12	18%
109	Cc1oc(-c2cccc(Oc3ccccc3)c2)nc1CN(C)CCCO	18%
110	Cn1c(=O)cc(OCC(=O)N2CCN(c3ccccc3F)CC2)c2ccccc21	-18%
111	COCCNc1nnc(SC(C)C(=O)Nc2c(C)n(C)n(-c3ccccc3)c2=O)s1 (stereo unspecified)	25%
112	CCCC(=O)N(c1ccc(OC)cc1OC)C1C=CS(=O)(=O)C1 (stereo unspecified)	8%
113	CCOc1ccc(C(=O)Nc2cc(C(F)(F)F)ccc2Cl)cc1Cl	8%
114	COc1cccc(CC(=O)N2CCC([C@@H]3CNC[C@H]3CO)CC2)c1	-33%
